From PubChem BioAssay
VHR inh abs = VHR1 phosphatase inhibitors, primary screen, biochemical, absorbance, uHTS | recombinant VHR phosphatase, pNPP absorbance | inhibition, % at 13.3 µM | actives 0.52% (n = 290,000) | AID 1654, 2009; in the data active means inhibition above about 50%; further: some compounds called inactive have numbers as strong as hits
Target sequence (P51452 whole entry, looked up): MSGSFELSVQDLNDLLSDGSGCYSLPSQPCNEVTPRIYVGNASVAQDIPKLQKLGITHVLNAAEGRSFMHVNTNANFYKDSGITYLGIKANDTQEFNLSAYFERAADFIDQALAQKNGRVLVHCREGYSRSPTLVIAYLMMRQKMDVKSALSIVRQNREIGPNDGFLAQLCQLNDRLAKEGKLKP
3CLpro inhibitor = SARS-CoV 3CLpro protease inhibitors, primary screen, biochemical, quenched FRET. Replicase polyprotein 1ab (Severe acute respiratory syndrome coronavirus), P0C6X7. recombinant SARS-CoV 3CLpro, quenched FRET peptide cleavage. inhibition, % at 6 µM. actives 0.14% (n = 290,000). AID 1706, 2009; in the data active means inhibition above about 12%
MazEF act = activators of E. coli MazEF toxin-antitoxin RNase, primary screen, biochemical, fluorescence, uHTS. FAM/BHQ RNA-DNA oligo cleavage fluorescence, 5 h. activation, % at 20 µM. actives 0.32% (n = 350,000). Endoribonuclease toxin MazF (Escherichia coli (strain K12)), P0AE70; in the data active means activation above about 50%
Target sequence (P0AE70 whole entry, looked up): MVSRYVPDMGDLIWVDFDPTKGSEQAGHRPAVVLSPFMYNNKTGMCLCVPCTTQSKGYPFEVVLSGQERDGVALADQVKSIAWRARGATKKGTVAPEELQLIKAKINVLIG
PriA SSB inh = inhibitors of Klebsiella pneumoniae PriA binding to SSB C-terminal tail, primary screen, biochemical, AlphaScreen; PriA–SSB C-terminal tail interaction (Klebsiella pneumoniae); inhibition, % at 33 µM; AlphaScreen SSBct-PriA binding, biotinylated peptide; actives 0.6% (n = 430,000); in the data active means inhibition mostly above about 37%, no sharp cut-off; inactive means mostly below about 20%;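 further: plate controls were negative control peptide for no effect and reference peptide for full effect; strong numbers were not always called active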
Vc quorum ag = inducers of Vibrio cholerae quorum light production without autoinducers, primary screen, BH1578 luxS cqsA deficient, single point; V. cholerae BH1578 lux reporter, luminescence, 6 h; activation, % at 18.7 µM; actives 0.16% (n = 350,000); in the data active means activation mostly above about 9.7%, no sharp cut-off; inconclusive means no clear call, values can overlap the other calls; inactive means mostly below about 3.7%; further: not every result past the cut was called active; inactives centre near 0; reference of the scale not given here
PfHsp40 yeast = rescue of yeast from PfHsp40 toxicity, primary screen, S. cerevisiae, ATP luminescence; actives 0.68% (n = 340,000); S. cerevisiae expressing PfHsp40, growth rescue; growth rescue, % at 12.5 µM; in the data active means growth rescue above about 28%, passing the limit was not always enough; inconclusive means no clear call, values can overlap the other calls;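 further: yeast W303a lacking pdr1 and pdr3 grown in galactose medium; growth measured after three days at 30 °C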
Anthrax LF prot = Bacillus anthracis LF protease inhibitors, primary screen, biochemical, multiplex microsphere, MLPCN library; multiplex microsphere protease cleavage assay; actives 0.12% (n = 360,000); inhibition, % at 10 µM; Lethal factor (Bacillus anthracis), P15917; AID 588501, 2011; in the data active means inhibition above about 30%; inconclusive means no clear call, values can overlap the other calls; further: plate controls were buffer without enzyme for full effect and enzyme alone for no effect
Target sequence (P15917 whole entry, looked up): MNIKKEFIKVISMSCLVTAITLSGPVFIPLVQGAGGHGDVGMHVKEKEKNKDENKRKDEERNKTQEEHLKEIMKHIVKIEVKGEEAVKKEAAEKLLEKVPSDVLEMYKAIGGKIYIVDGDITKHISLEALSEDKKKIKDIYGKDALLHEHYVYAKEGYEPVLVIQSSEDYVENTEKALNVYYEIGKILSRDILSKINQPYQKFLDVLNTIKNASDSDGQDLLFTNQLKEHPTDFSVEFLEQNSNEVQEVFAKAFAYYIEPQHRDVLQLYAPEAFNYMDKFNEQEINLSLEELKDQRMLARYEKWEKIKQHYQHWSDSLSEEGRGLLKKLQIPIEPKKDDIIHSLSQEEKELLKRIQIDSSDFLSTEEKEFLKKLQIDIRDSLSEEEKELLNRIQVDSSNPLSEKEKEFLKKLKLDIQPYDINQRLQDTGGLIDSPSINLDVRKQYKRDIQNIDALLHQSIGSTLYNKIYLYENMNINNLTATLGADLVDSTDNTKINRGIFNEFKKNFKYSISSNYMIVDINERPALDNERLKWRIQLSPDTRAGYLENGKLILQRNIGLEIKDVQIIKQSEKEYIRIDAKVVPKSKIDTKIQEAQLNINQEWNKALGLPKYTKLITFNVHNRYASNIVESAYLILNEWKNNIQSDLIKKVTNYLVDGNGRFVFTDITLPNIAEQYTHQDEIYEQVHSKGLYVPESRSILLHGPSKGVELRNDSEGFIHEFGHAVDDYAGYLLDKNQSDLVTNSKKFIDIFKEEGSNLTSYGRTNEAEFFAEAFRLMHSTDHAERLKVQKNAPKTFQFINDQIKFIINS
Rv3671c inh = Rv3671c serine protease inhibitors, primary screen, biochemical, fluorescence polarization, M. tuberculosis H37Rv | P9WHR9 | inhibition, % at 5.96 µM | actives 0.048% (n = 320,000) | AID 2606, 2010; in the data active means inhibition above about 38%;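 further: extracellular domain of Rv3671c used as enzyme; 0% = enzyme with DMSO and 100% = no enzyme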
TcdB GH inh = TcdB glycohydrolase inhibitors, primary screen, biochemical, single point, plate reader; Toxin B (Clostridioides difficile), P18177; TcdB glycohydrolase enzymatic assay; inhibition, % at 9.99 µM; actives 0.24% (n = 350,000); AID 652162, 2013; in the data active means inhibition above about 10%
Yp Topo-I inh = Yersinia pestis topoisomerase I inhibitors, primary screen, biochemical, cleavage product accumulation, plate reader, single point. Y. pestis Topo-I cleavage product accumulation. activity, % at 10 µM. DNA topoisomerase I (Yersinia pestis CO92). actives 0.064% (n = 360,000); in the data active means activity above about 50%, passing the limit was not always enough; inconclusive means no clear call, values can overlap the other calls; further: inactives centre near 2
Starred values were filed as active, the others as inactive; i = inactive; ? = inconclusive; nt = not tested or not shown; & = joins results of further samples.

SMILES	VHR inh abs	3CLpro inhibitor	MazEF act	PriA SSB inh	Vc quorum ag	PfHsp40 yeast	Anthrax LF prot	Rv3671c inh	TcdB GH inh	Yp Topo-I inh
C=CCc1cccc(CNc2c(C)n(C)n(-c3ccccc3)c2=O)c1O	-12	-2	-1	6	-2.0	1.3	-3	-6	nt	18
CC1=CC(C)(C)n2c(O)c(N=N)c3c(C)c(C)cc1c32	21	7	5	-3	i	1.3	-2	-9	1.2	14
CC[C@]12c3[nH]c4ccccc4c3CCN1C(=O)C(CC(=O)NCc1ccco1)C[C@@H]2C(=O)N1CCN(C(=O)C2CC2)CC1 (stereo not given in full)	nt	nt	10	-3	i	-1.5	0	3	0.5	9
Cc1ccc(N2C(=O)CC(=O)NC2=O)cc1Cl	17	-1	-1	2	-0.2	1.3	10	-11	-0.1	-2
Cc1ccc(C(=O)NNC(=O)c2ccc3ccccc3c2)cc1	nt	nt	0	-7	-7.7	-1.1	-4	nt	-0.5	3
Cc1ccc(CS(=O)Cc2ccc(C(=O)N3CCN(c4ccccn4)CC3)o2)cc1 (stereo not given)	19	-5	5	-5	i	-0.7	1	-7	0.5	13
Oc1cccc2ccc(N3CCOCC3)nc12	36	-2	-1	1&-6	i	-1.3	-1	2	-0.4	-1
COc1cc2cc(C(=O)N3CCc4ccccc4C3)[nH]c2cc1OC	-6	0	5	-3	-0.7	2.8	-3	-7	-1.1	4
CCN(CC)c1nc(C=Cc2ccc(N(C)C)cc2)c2nccnc2n1	nt	nt	36	nt	i	nt	29	nt	-5.4	3
CN(C)C(CNC(=O)CSC(=S)N1CCCC1)c1ccccc1 (stereo not given)	nt	nt	-2	0	-7.1	0.5	-4	-5	0.0	4

Compounds from the list above with an NH in an aromatic ring:
SMILES	VHR inh abs	3CLpro inhibitor	MazEF act	PriA SSB inh	Vc quorum ag	PfHsp40 yeast	Anthrax LF prot	Rv3671c inh	TcdB GH inh	Yp Topo-I inh
CC[C@]12c3[nH]c4ccccc4c3CCN1C(=O)C(CC(=O)NCc1ccco1)C[C@@H]2C(=O)N1CCN(C(=O)C2CC2)CC1 (stereo not given in full)	nt	nt	10	-3	i	-1.5	0	3	0.5	9
COc1cc2cc(C(=O)N3CCc4ccccc4C3)[nH]c2cc1OC	-6	0	5	-3	-0.7	2.8	-3	-7	-1.1	4

Next part:
SMILES	VHR inh abs	3CLpro inhibitor	MazEF act	PriA SSB inh	Vc quorum ag	PfHsp40 yeast	Anthrax LF prot	Rv3671c inh	TcdB GH inh	Yp Topo-I inh
CC(C)C(O)(CC#CCN1CCCC1)c1ccccc1 (stereo not given)	15	1	-5	1	i	-0.4	-4	3	-0.4	4
CC(OC(=O)CNS(=O)(=O)c1ccc2ccccc2c1)C(=O)N(C)c1ccccc1 (stereo not given)	-7	-4	0	1	-3.6	0.0	-3	-11	0.3	17
COc1ccccc1CCC(=O)N1CCN(C(=O)c2ccccc2)CC1	5	-2	3	-5	i	-0.8	-6	0	-0.1	10
CCN(CC)C(=O)c1sc2nc(-c3cccs3)cc(-c3cccs3)c2c1N	13	-9	-70	4	3.1	-0.2	2	-3	1.7	19
Cc1c(NC(=O)CN2C(=O)c3ccc([N+](=O)[O-])cc3C2=O)c(=O)n(-c2ccccc2)n1C	13	-4	-3	-20	-0.3	-1.7	-3	-3	0.9	-1
O=C(c1ccc2c(=O)n3c(nc2c1)CCCCC3)N1CCN(Cc2ccccc2)CC1	15	1	-2	7	i	0.4	4	-3	nt	18
CCCOc1ccc(Cc2c(Cl)nc(SC)nc2N(C)C)cc1	0	0	4	-9	-0.2	-1.9	-1	-5	0.5	17
COc1ccccc1CN1CC(C(=O)N(C)CCc2nc3ccc(F)cc3[nH]2)CCC1=O (stereo not given)	-14	-4	10	-2	-0.4	-0.5	1	-2	-1.3	-2
O=C(O)CC1(CC(=O)Nc2ccc(Br)cc2)CCCCC1	20	4	-4	3	i	0.8	-5	-15	1.7	7
OC(CON=C1c2ccccc2-c2ccccc21)CN1CCNCC1 (stereo not given)	41	3	17	5	-0.3	-1.4	-4	9	0.3	-6
O=C(Oc1ccccc1)c1ccc2nsnc2c1	-14	0	5	-1	i	-1.1	-4	-10	nt	-3
O=C(Nc1ccc(Cl)cc1Cl)NC1CCN(S(=O)(=O)c2ccc(F)cc2)CC1	-11	2	101*	1	-0.6	-0.4	-2	2	0.2	1
COC(=O)CNC(=O)CNC(=O)c1nn(-c2ccc(OC)c(Cl)c2)c(=O)c2ccccc12	12	5	5	-5	i	1.6	-1	-3	nt	-1
Cc1ccc(C(=O)NCCN2CCOCC2)cc1S(=O)(=O)N1CCCCC1	7	1	5	-6	i	0.0	2	nt	2.7	-5
Cc1ccc(/C=C/C(=O)c2cc(Br)ccc2OC(=O)c2ccco2)cc1	3	23*	-3	-14	-0.3	-0.2	-4	-11	nt	22
O=C(COC(=O)c1ccc2c(c1)OCO2)Nc1ccccc1Cl	nt	nt	1	-23	-0.5	-0.7	2	3	2.5	5
N#CC(c1ccc(O)cc1)N1CCOCC1 (stereo not given)	0	2	4	5	i	1.5	-1	-1	0.9	3
O=C(Nc1ccc(C(=O)Oc2ccccc2)c(O)c1)c1ccco1	19	-7	-1	-6	i	4.5	-3	-17	nt	-12
CCN(CC)CCN1C(=O)C(=O)/C(=C(/O)c2cccc(OC)c2)C1c1ccccn1 (stereo not given)	2	-5	4	nt	-10	2.6	-8	-3	nt	0
CCOc1cc(C2C(C#N)=C(N)OC3=C2C(=O)CC(C)(C)C3)cc([N+](=O)[O-])c1O (stereo not given)	16	3	13	-3	0.6	-0.6	1	10	-1.6	-13
CCOC(=O)C(Oc1ccc2c(-c3ccccc3)cc(=O)oc2c1C)c1ccccc1 (stereo not given)	22	0	2	-16	-0.8	-0.1	-1	-4	0.4	33
CCCn1c(N)c(C(c2ccc(OC)cc2)N2CCN(c3ccccc3)CC2)c(=O)[nH]c1=O (stereo not given)	8	-2	5	2	0.2	0.5	1	3	nt	10
O=C(CC1C(=O)NCCN1C(=O)Nc1ccc(F)cc1)Nc1cc(Cl)ccc1Cl (stereo not given)	35	-1	8	-5	-0.3	-0.1	10	1	-0.2	-10
CCN1C(=O)C(=Cc2ccc(N3CCOCC3)o2)C(=O)N(CC)C1=S	21	6	-263	0	-0.6	1.9	2	-18	0.5	3
COc1ccc(C(=O)Nc2ccc(O)c3c(=O)cc(-c4cccc(Cl)c4)oc23)cc1	6	nt	-3	7	i	-1.0	-4	15	-1.4	3
CC(C)OC(=O)c1c(NC(=O)CCC(=O)O)sc2c1CCCCC2	4	2	1	0	-0.1	0.8	-2	-1	-5.1	17
Cc1ccc(NC(=O)CS(=O)CC(=O)NCC2OCCc3ccccc32)c(C)c1 (stereo not given)	33	5	2	-3	i	?	2	2	nt	0
COC(=O)c1ccc(COC(=O)C2CCN(S(=O)(=O)c3ccc(C)c(C)c3)CC2)o1	nt	nt	-6	-2	-0.7	0.9	-5	1	1.2	2
NNc1ncnc2scc(-c3ccc(Cl)cc3)c12	-7	1	6	24	-3.1	-0.9	-8	8	0.8	5
CCCn1c(N/N=C\C=C\c2ccccc2)nc2c1c(=O)[nH]c(=O)n2C	18	4	4	nt	i	3.4	4	0	5.6	8
C=CCNC(=O)/C(=C/c1cn(-c2ccccc2)nc1-c1cccc([N+](=O)[O-])c1)NC(=O)c1ccccc1	5	0	4	4	-0.2	5.4	0	-9	nt	25
COc1cccc(-c2nc(N3CCN(Cc4ccccc4)CC3)c3ccccc3n2)c1O	0	0	-10	3	-2.3	4.4	3	7	0.7	8
CCCOc1ccc(NC(=O)CC2C(=O)N(CC)C(=S)N2Cc2cccs2)cc1 (stereo not given)	16	4	2	-8	-0.2	-0.6	-4	-13	nt	0
Cc1onc(-c2ccccc2Cl)c1C(=O)Nc1cccnc1	-8	4	-6	3	i	-0.3	1	4	nt	4
Cc1ccc(NC(=O)N2CCC(C(=O)NCCC3=CCCCC3)CC2)cc1	10	3	4	-11	i	-1.6	-3	7	nt	15
O=C(COC(=O)c1ccc(O)cc1O)Nc1ccc(Cl)cn1	-7	2	-17	-15	i	-0.4	-2	-8	1.1	-2
COC(=O)CCCC1=CC2=C(c3ccccc3)C(=O)C(C)(OC(=O)C3CCCC3)C(=O)C2=CN1C1CCCCC1 (stereo not given)	15	nt	-1	6	-2.1	-1.4	-1	0	0.1	25
CCCCC1=C([O-])C2N=CC=CC2=[N+](c2ccccn2)C1=O (stereo not given)	-12	-2	0	-9	i	-1.3	0	-9	nt	6
CCn1c(=O)c2sccc2n(Cc2cccc(C)c2)c1=O	28	0	4	-9	-1.7	0.0	-8	-5	0.8	-2
CCOC(=O)C1=C(COC(=O)c2ccc(C)s2)NC(=O)NC1C (stereo not given)	nt	nt	1	-6	-0.5	-0.6	-5	-1	0.0	11
O=C(c1ccco1)N1CCN(S(=O)(=O)c2ccccc2[N+](=O)[O-])CC1	1	1	2	-12	0.7	0.5	-1	-3	-0.5	9
O=C(CCl)Nc1cc(S(=O)(=O)N2CCCCCC2)ccc1Cl	-7	-2	7	-13	i	0.0	2	0	nt	3
Cc1cc(C)cc(N(CC(=O)NCC2CCCO2)C(=O)CN2C(=O)COc3ccccc32)c1 (stereo not given)	14	-1	2	-11	-0.2	-0.8	-1	-3	nt	23
COc1cc(C(=O)N2CCc3ccccc32)c([N+](=O)[O-])cc1OC	76	-3	1	3	i	0.4	-12	7	1.1	0
COc1ccc(S(=O)(=O)N2CCOCC2)cc1NC(=O)CSc1n[nH]c(C(C)C)n1	-5	0	8	-9	-0.5	0.2	-1	-6	-0.8	6
C/C(CC(=O)Nc1cc(C)ccn1)=N\NC(=O)c1cccc(C)c1	-8	-1	-14	nt	1.9	1.0	-7	3	-0.4	5
COc1cccc(CC(=O)Nn2c(C)nc3ccccc3c2=O)c1	-2	-1	4	-7	4.5	-0.5	0	-10	nt	4
COc1ccccc1CN=C1Nc2ccccc2CS1	-5	3	1	-9	-0.6	?	5	-3	0.6	11
Cc1ccc(C(=O)N2C(CC(=O)Nc3ccc(Cl)cc3)C(=O)NC3CCCCC32)cc1 (stereo not given)	19	-2	6	-13	-0.2	0.1	-2	9	1.4	1
O=C1N=c2ccccc2=C1c1sc(=O)[nH]c1O	32	-2	3	-5	0.2	nt	-2	-5	-2.5	-4
CC1(C)CC(=O)C=C(c2ccc3[nH]ccc3c2)C1	nt	nt	2	-2	-0.9	0.6	-10	4	-0.3	9
CCc1nnc(NC(=O)c2cc3c(s2)CCCCC3)s1	nt	-1	-4	-7	0.4	-0.8	1	0	4.9	7
CCOC(=O)C(=Cc1ccc(-c2ccsc2C(=O)OC)o1)C(=O)OCC	45	3	9	-12	-11	1.0	0	1	nt	3

Of the compounds above, these contain a COOH group.
SMILES	VHR inh abs	3CLpro inhibitor	MazEF act	PriA SSB inh	Vc quorum ag	PfHsp40 yeast	Anthrax LF prot	Rv3671c inh	TcdB GH inh	Yp Topo-I inh
O=C(O)CC1(CC(=O)Nc2ccc(Br)cc2)CCCCC1	20	4	-4	3	i	0.8	-5	-15	1.7	7
CC(C)OC(=O)c1c(NC(=O)CCC(=O)O)sc2c1CCCCC2	4	2	1	0	-0.1	0.8	-2	-1	-5.1	17

These rows are one share of the data; the hit share may differ from the screen's.
